Bioassay records (PubChem BioAssay)
EBV gp42 inh: inhibitors of Epstein-Barr virus glycoprotein 42 | Q1HVG2 | Fluorescence polarization binding assay, mP read-out | inhibition, % (tested at 21.74 µM) | hit rate 0.42% among 220,000 | AID 1085; in the data active = inhibition above about 50%
Cl transport mod: modulates chloride dependent transport by human KCC2 | Q9H2X9 | KCC2 cells, thallium flux FluoZin-2 fluorescence | B-score of Tl+ flux slope (higher = more flux/activation; lower = inhibition) at 10 µM | hit rate 2.2% among 190,000 | AID 1456;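 active = thallium flux slope and its plate-corrected score both differing from the plate sample mean at a set confidence after two filtering rounds, in either direction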;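 note: slope of fluorescence scaled to starting intensity during 10 to 20 s after thallium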
KLK5 inh: inhibitors of human kallikrein 5; Q9Y337; recombinant hK5, fluorogenic AMC substrate cleavage; inhibition, % at 5 µM; hit rate 0.59% among 210,000;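 active = inhibition of 40% or more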;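 note: 0% = enzyme controls without compound and 100% = no-enzyme blanks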
Furin inhibitor: human furin inhibition; hit rate 0.061% among 220,000; AID 463115; inhibition, % at 30 µM; P09958; purified furin, fluorogenic substrate cleavage; in the data active = inhibition above about 25%; note: inactives centre near -15
thrombin 1536: inhibitors of human thrombin; P00734; alpha-thrombin, Boc-VPR-AMC fluorogenic substrate cleavage; inhibition, % at 5 µM; hit rate 0.26% among 220,000; AID 1046;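 active = inhibition at or above 40%; inactive = inhibition below 40%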;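 note: 0% = enzyme with no compound and 100% = wells without enzyme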
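Test system: human alpha-thrombin protein / Dosing: one concentration per compound, 5 µM, with 0.2% DMSO / Medium: pH 7.5 Tris-saline with Tween 20 / Benchmarks: no-compound enzyme wells and no-enzyme blanks / Read-out basis: percent inhibition of thrombin substrate cleavage / Timing: reaction at room temperature / Measured by: fluorescence, ex 355 nm, em 460 nm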
Rad51 HR inh: blocks human Rad51 in homologous recombination | Q06609 | hRad51 DNA strand exchange, fluorescence dequenching | inhibition, % at 10 µM | hit rate 0.085% among 200,000;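 active = inhibition above 40% at the single screening dose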;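 note: 0% = DMSO control wells and 100% = blanks with heterologous ssDNA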
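Test system: preformed human Rad51 ssDNA filaments; also added: Donor/quencher-labelled 47-bp dsDNA substrate; doses: 10 µM final, single point; times: 37 °C 15-min filament assembly, 30-min compound preincubation, 15-min exchange; detection: FRET fluorescence dequenching, excitation 485 nm, emission 520 nm; read-out basis: Fluorescence-based percent inhibition, control- and blank-normalised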
14-3-3 Bad inh: disrupts binding of bovine 14-3-3 zeta to phospho-Bad peptide. TR-FRET 14-3-3zeta/Dy647-pBad peptide displacement, 1 h. inhibition, % at 21.7 µM. P63103. hit rate 0.71% among 220,000;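 active = inhibition above about 70%, limit read from the data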;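 note: 0% = full 14-3-3 plus peptide FRET controls and 100% = background without 14-3-3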
eIF4E 4G PPI: blocks eIF4E binding to eIF4G; TR-FRET eIF4E-eIF4GI(517-606) binding, 2 h; hit rate 0.37% among 220,000; inhibition, % at 21.7 µM; P63073+Q04637;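 note: 0% = full FRET control wells and 100% = background wells lacking eIF4GI fragment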
p47phox inh: inhibitors of human p47phox binding; P14598; p47phox/p22phox peptide binding, fluorescence polarization, 2 h; inhibition, % at 24.7 µM; hit rate 0.53% among 220,000;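 note: 0% = p47phox with labelled peptide and 100% = labelled peptide alone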
* hit, by the source's call; nt = no result given; [ ] = remark or other dose.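 Rule for the calls, unless noted: active = inhibition above about 30% (limit read from the data); inactive = the rest.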

SMILES	EBV gp42 inh	Cl transport mod	KLK5 inh	Furin inhibitor	thrombin 1536	Rad51 HR inh	14-3-3 Bad inh	eIF4E 4G PPI	p47phox inh
Cc1nc2c3ccccc3nc(NNC(=O)CCC(=O)NC3CCCC3)n2n1	-2	0.15	50*	-20	5	7	4	-1	-8
O=c1[nH]c(SCc2ccc(Cl)cc2)nc2[nH]ncc12	0	-0.0017	-5	-40	0	nt	-3	-2	nt
O=C(Nc1cccc(S(=O)(=O)N2CCCC2)c1)C1CCCN1C(=O)c1cccs1 (stereo not drawn)	-19	-0.36	6	-22	1	-1	6	-8	0
Cc1ccc2cc(CN(CCN(C)C)C(=O)Nc3ccc(Cl)cc3)c(=O)[nH]c2c1	-7	-0.14	-2	-14	6	nt	-11	5	-28
CC(=O)c1ccc(OCC(=O)Nc2ccc3c(c2)CCC3)cc1	-20	0.013	-3	-22	-11	3	-10	-3	-8
N#C/C(=C/c1ccc(Sc2nc3ccccc3[nH]2)o1)c1cccc(F)c1	4	-1.3	-4	-8[20 µM]	-1	-2	0[fluorescence artefact?]	6[fluorescence artefact?]	-4
CCOC(=O)CC1C(=O)NCCN1S(=O)(=O)c1ccccc1Cl (stereo not drawn)	-10	1.3	-11	-20	1	-3	7	-1	-10
COc1ccc(OC)c(CCNC(=O)C(=O)Nc2ccc3nc4n(c(=O)c3c2)CCCCC4)c1	-4	0.1	-1	-13	-1	10	-1	3	-1
O=c1c2ccccc2nc2n1CCS2	-7	-0.12	5	-20	3	-1	11	-1	-12
O=C(O)CCc1ccc(-c2ccccc2)n1Cc1ccco1	-18	0.00018	0	-10[20 µM]	3	-18	-6	-8	-13
COc1ccc(Cn2c(N)c(S(=O)(=O)c3cccs3)c3nc4ccccc4nc32)cc1	10	-0.13	-92	-27[20 µM]	-11	-3	-14[fluorescence artefact?]	-27	-12
Cn1nc(-c2ccc(Cl)cc2)cc1NC(=O)CCCC(=O)O	13	0.58	0	-6	-3	13	-13	-1	8
CCNC(=S)NNC(=O)c1cc(-c2ccc(OCC)cc2)nc2ccccc12	-7	0.17	-309	10[20 µM]	2	11	-1	8	-18
N#C/C(=C\c1cccs1)C(=O)NCC1CCCO1 (stereo not drawn)	-17	-0.73	1	-4[20 µM]	-4	0	2[fluorescence artefact?]	-1	-14
CC(=O)N1CCC(C(=O)Nc2ccccc2)(N(Cc2ccccc2)C(=O)c2cccnc2)CC1	-4	0.076	-7	-12	-5	-8	-3[fluorescence artefact?]	-6[fluorescence artefact?]	-3
CCOCCCNc1nc(C)nc2c1nnn2Cc1c(F)cccc1Cl	-14	0.0021	-5	-21	0	6	-5	1	-6
O=C(CCc1ccccc1)N1CCN(c2ccccn2)CC1	-3	-0.5	-19	-2	-9	2	1[fluorescence artefact?]	2[fluorescence artefact?]	-2
COC(=O)c1sccc1NC(=O)Nc1ccccc1F	-6	-0.47	nt	-31	-5	-4	1	3	-1
N#Cc1cc2cc3c(cc2nc1N1CCOCC1)OCO3	5	-0.25	-131	-18[20 µM]	-7	-1	2	2	-2
Cc1ccc2c(Cl)cc(Cl)c(OCC(=O)Nc3cccc(S(N)(=O)=O)c3)c2n1	-5	2.4	-21	-14	-4	2	-28[fluorescence artefact?]	1	5
O=C(COC(=O)CNC(=O)c1ccccc1)NCCc1ccccc1	-7	-0.51	3	-28	0	nt	3	-2	nt
N#CC(C(=O)c1ccc(S(=O)(=O)N2CCCCCC2)cc1)c1nc2ccccc2[nH]1 (stereo not drawn)	-16	-0.027	-29	-39	0	-12	2	-7	-14
CCn1c(SCC(=O)NCCc2ccccc2)nc2sc3c(c2c1=O)CCN(C)C3	8	-0.0043	-5	-38	6	7	8	7	-4
CS(=O)(=O)N(CCc1ccccc1)CC(=O)NCc1ccccn1	-11	nt	-16	-6[20 µM]	0	-3	0	2	-8
CCOc1ccccc1-n1c(SCC(=O)NC2CCCC2)nnc1-c1ccoc1C	12	-0.81	-19	-16[20 µM]	4	4	2	2	0

Among those listed so far, these contain a COOH group.
SMILES	EBV gp42 inh	Cl transport mod	KLK5 inh	Furin inhibitor	thrombin 1536	Rad51 HR inh	14-3-3 Bad inh	eIF4E 4G PPI	p47phox inh
O=C(O)CCc1ccc(-c2ccccc2)n1Cc1ccco1	-18	0.00018	0	-10[20 µM]	3	-18	-6	-8	-13
Cn1nc(-c2ccc(Cl)cc2)cc1NC(=O)CCCC(=O)O	13	0.58	0	-6	-3	13	-13	-1	8

In the list so far, four contain an aryl thioether with sulfur outside any ring:
SMILES	EBV gp42 inh	Cl transport mod	KLK5 inh	Furin inhibitor	thrombin 1536	Rad51 HR inh	14-3-3 Bad inh	eIF4E 4G PPI	p47phox inh
O=c1[nH]c(SCc2ccc(Cl)cc2)nc2[nH]ncc12	0	-0.0017	-5	-40	0	nt	-3	-2	nt
N#C/C(=C/c1ccc(Sc2nc3ccccc3[nH]2)o1)c1cccc(F)c1	4	-1.3	-4	-8[20 µM]	-1	-2	0[fluorescence artefact?]	6[fluorescence artefact?]	-4
CCn1c(SCC(=O)NCCc2ccccc2)nc2sc3c(c2c1=O)CCN(C)C3	8	-0.0043	-5	-38	6	7	8	7	-4
CCOc1ccccc1-n1c(SCC(=O)NC2CCCC2)nnc1-c1ccoc1C	12	-0.81	-19	-16[20 µM]	4	4	2	2	0

The listing continues:
SMILES	EBV gp42 inh	Cl transport mod	KLK5 inh	Furin inhibitor	thrombin 1536	Rad51 HR inh	14-3-3 Bad inh	eIF4E 4G PPI	p47phox inh
Cc1cc(N)c(C)c([N+](=O)[O-])c1C	-1	0.19	-20	-5	-3	0	-19	3	-7
O=C(OCn1nnc2ccccc2c1=O)c1ccc2ncsc2c1	-20	-0.1	-30	-21	3	5	-13	1[fluorescence artefact?]	-10
Cc1ccc(-c2cc(C(=O)O)n[nH]2)s1	-2	-0.11	5	-23	-3	2	-3	-3	5
CCOc1ccc(N2C(=O)/C(=C/c3ccccc3OCC(=O)OC)N(CC(=O)OC)C2=S)cc1	-2	-0.28	0	5	0	-18	-2	1	-3
CCOC(=O)N1CCN(C(=O)c2ccc(CNS(=O)(=O)c3ccc(C)cc3)cc2)CC1	1	nt	3	-23	-4	-8	-2	-2	-4
CCN(CC)CCNC(=O)C1c2ccccc2C(=O)N(C)C1c1cn(C)c2ccccc12 (stereo not drawn)	4	0.12	1	-22[20 µM]	-5	4	5	1	-8
O=C(NCC1CCS(=O)(=O)C1)Oc1ccccc1 (stereo not drawn)	-18	0.04	-13	-15	-6	9	-7	-3[fluorescence artefact?]	-3
O=C(/C=C/c1ccnc2ccccc12)c1cccs1	-1	0.83	-3	-15	-2	-3	-7	-1	-15
COc1cc(C(=O)Oc2ccccc2/C=N/NC(=O)c2ccc(Cl)cc2Cl)cc(OC)c1OC	0	-0.53	-7	-1[20 µM]	0	-2	nt	nt	1
CCCC(c1nnnn1CS(=O)(=O)c1ccc(C)cc1)N1CCN(c2ccc(F)cc2)CC1 (stereo not drawn)	1	0.11	-22	-26[20 µM]	-15	0	1	-9	-9
COc1ccc(-c2nc(CSCC(=O)N3CCC(C(N)=O)CC3)c(C)o2)cc1OC	-10	0.68	3	-23	-4	-1	5	-1[fluorescence artefact?]	-9
O=C(NNC(=S)Nc1ccccc1Cl)c1ccncc1	-12	-0.31	-15	-26	-8	nt	1	-3	-9
Cc1nn(-c2ccccc2)c(C)c1/C=C/C(=O)OCC(=O)N(C)C1CCS(=O)(=O)C1 (stereo not drawn)	-19	-0.47	-24	-14	-3	-12	-6	-2	-7
Cc1ncc(CCl)c2c1OC(C)(C)OC2	0	1.9	-13	-19[20 µM]	-4	-3	21	8	1
O=C(COC(=O)c1ccccn1)Nc1nc(-c2cccc([N+](=O)[O-])c2)cs1	3	0.72	0	-11	-2	9	3	-8	7
O=C1C2C3c4ccccc4C(c4ccccc43)C2C(=O)N1/N=C/c1cccc(O)c1 (stereo not drawn)	11	1	42*	-18	20	-1	-5	4	-4
CCCNc1cc(=S)nc(N)[nH]1	-10	1.2	9	-20	-1	-42	-8	2	-4
COC(=O)c1c(NC(=O)Cn2cc([N+](=O)[O-])cn2)sc2c1CCC2	-6	-1.9	-15	-17[20 µM]	2	nt	-12	7	-10
N#CC1CCN(c2ncccc2[N+](=O)[O-])CC1	-16	0.12	3	-11	-3	1	-4	0	-13
CCOC(=O)c1c(NC(=O)/C=C/C(=O)O)sc(C)c1-c1ccc(F)cc1	-13	0.25	12	-4	-2	nt	3	4	-10
CCOC(=O)C(=Nc1ccc(Cl)cc1)NO	-6	0.063	-14	-19	-3	9	4	21	-12
O=S(=O)(N/N=C1/CCCc2ccccc21)c1ccc(Br)cc1	4	1.7	-11	-6[20 µM]	3	-8	1	-2	-9
Cc1ccc(C)c(SCc2noc(C(=O)NC(C)C)c2C(=O)O)c1	3	-0.3	-22	-10[20 µM]	-11	0	31	1	-3
N#Cc1c(-c2ccccc2)[nH]c(=S)[nH]c1=O	-10	nt	-16	-28[20 µM]	-7	9	-8	-7	-9
CC(C)Oc1ccc(N2C(=O)c3ccccc3C2=O)cc1	5	nt	16	-27[20 µM]	-4	2	-13	-3	-48
Cc1nc2ccccc2n1CCC(=O)Nc1cccc(F)c1	7	-0.5	0	-15[20 µM]	-4	1	14[fluorescence artefact?]	-6	-5
O=C(NC(NCc1cccnc1)C(Cl)(Cl)Cl)c1cccc2ccccc12 (stereo not drawn)	-14	0.17	-4	5	-10	-5	-2[fluorescence artefact?]	1	-14
Cc1cccc(C(=O)Nc2ccc3c(c2)C(=O)N(CC(C)C)C3=O)c1	-2	-0.68	-28	-25	-4	-4	-4	-4	-5
O=C(CSc1nncs1)Nc1ccc(S(=O)(=O)N2CCCC2)cc1	-2	0.13	-4	-25	9	-9	-2	-3	7
CCOC(=O)Cc1nnc(NC(=O)COc2ccc(OC)cc2)s1	-2	nt	-20	-20[20 µM]	4	-2	12	5[fluorescence artefact?]	-14

Reprinted at random: six entries already listed, in no set order.
SMILES	EBV gp42 inh	Cl transport mod	KLK5 inh	Furin inhibitor	thrombin 1536	Rad51 HR inh	14-3-3 Bad inh	eIF4E 4G PPI	p47phox inh
O=S(=O)(N/N=C1/CCCc2ccccc21)c1ccc(Br)cc1	4	1.7	-11	-6[20 µM]	3	-8	1	-2	-9
Cc1ncc(CCl)c2c1OC(C)(C)OC2	0	1.9	-13	-19[20 µM]	-4	-3	21	8	1
Cc1cc(N)c(C)c([N+](=O)[O-])c1C	-1	0.19	-20	-5	-3	0	-19	3	-7
CCOC(=O)C(=Nc1ccc(Cl)cc1)NO	-6	0.063	-14	-19	-3	9	4	21	-12
O=C(COC(=O)c1ccccn1)Nc1nc(-c2cccc([N+](=O)[O-])c2)cs1	3	0.72	0	-11	-2	9	3	-8	7
Cc1ccc(-c2cc(C(=O)O)n[nH]2)s1	-2	-0.11	5	-23	-3	2	-3	-3	5
